High-throughput results from PubChem BioAssay.
CHOP UPR activ – activators of apoptotic arm of unfolded protein response (CHOP). CHO-CHOP luciferase reporter, UPR activation, luminescence; percent of tunicamycin response over DMSO baseline. 330,000 compounds, 0.34% hits. AID 449763. activation, % at 10 µM;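 active means at 10 µM dose, activation of 40% or more, normalized to positive control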;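 further: 100% = tunicamycin at 10 µg/mL and 0% = DMSO alone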
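System: CHO-CHOP luciferase reporter cell line; amount: 500 cells/well; buffer or medium: F12 medium containing 10% fetal bovine serum; incubation: 6 h compound exposure at 37 °C after overnight seeding; measured by: luciferase luminescence after 10 min with Steady-Glo reagent; evaluation: % reporter activation, DMSO baseline versus tunicamycin full activation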
CXCR6 block – CXCR6 (human) receptor inhibition | O00574 | CHO-K1 PathHunter CXCR6 beta-arrestin, luminescence | inhibition, % at 20 µM | 360,000 compounds, 0.36% hits; in the data active means inhibition above about 34%, passing the limit was not always enough;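 further: antagonist mode with CXCL16 agonist at 10 nM final; 0% = 10 nM CXCL16 with DMSO and 100% = unstimulated wells without agonist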
Target sequence (O00574 whole entry, looked up): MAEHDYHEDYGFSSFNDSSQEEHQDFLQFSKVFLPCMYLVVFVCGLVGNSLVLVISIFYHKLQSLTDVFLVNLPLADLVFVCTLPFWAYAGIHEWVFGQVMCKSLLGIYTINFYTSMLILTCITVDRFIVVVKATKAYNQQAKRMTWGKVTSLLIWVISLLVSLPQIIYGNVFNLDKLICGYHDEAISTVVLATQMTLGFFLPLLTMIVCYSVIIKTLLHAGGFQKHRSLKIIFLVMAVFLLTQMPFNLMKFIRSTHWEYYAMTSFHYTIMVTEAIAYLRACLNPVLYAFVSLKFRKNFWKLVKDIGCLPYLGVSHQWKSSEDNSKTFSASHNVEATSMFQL
Mdm2 MdmX PPI – human Mdm2/MdmX binding inhibition; 330,000 compounds, 3% hits; AID 485346; O15151+Q00987; SaOS-2 split-luciferase Mdm2/MdmX complementation, luminescence; inhibition, % at 8 µM;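 active means inhibition of at least 50% at 8 µM in the primary screen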
CCR6 antag – blocks CCL20-driven beta-arrestin recruitment at human CCR6 | P51684 | CHO-K1 CCR6 PathHunter beta-arrestin, luminescence, CCL20-stimulated | inhibition, % at 20 µM | 340,000 compounds, 0.49% hits | AID 493098;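 active means compounds whose inhibition of the agonist-driven luminescence signal at 20 µM reaches about 50%, limit read from the data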;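 further: cells stimulated with CCL20 at 14 nM final; plate controls were DMSO with CCL20 for no effect and DMSO without agonist for full effect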
Target sequence (P51684 whole entry, looked up): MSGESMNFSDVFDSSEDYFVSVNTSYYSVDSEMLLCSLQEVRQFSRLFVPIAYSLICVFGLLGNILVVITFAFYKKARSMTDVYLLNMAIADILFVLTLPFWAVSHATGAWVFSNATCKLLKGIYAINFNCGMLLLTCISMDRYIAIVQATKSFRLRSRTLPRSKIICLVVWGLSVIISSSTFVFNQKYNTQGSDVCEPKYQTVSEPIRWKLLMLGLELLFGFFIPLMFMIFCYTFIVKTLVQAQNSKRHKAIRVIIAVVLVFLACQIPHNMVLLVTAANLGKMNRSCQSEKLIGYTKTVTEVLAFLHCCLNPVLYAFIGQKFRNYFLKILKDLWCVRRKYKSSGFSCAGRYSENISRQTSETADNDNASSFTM
tim23-1 inh – tim23-1 yeast growth inhibition | S. cerevisiae tim23-1 growth, BacTiter-Glo luminescence, 24 h | inhibition, % at 20 µM | 330,000 compounds, 1.3% hits | AID 463212;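 active means growth inhibition of the mutant yeast at or above 50%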;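 further: temperature-sensitive mutant grown at 25 °C; plate controls were DMSO-treated mutant yeast for no effect and medium wells lacking yeast for full effect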
APJ antagonist – APJ receptor antagonism; inhibition, % at 20 µM; P35414; 330,000 compounds, 0.32% hits; CHO-K1 APJ beta-arrestin complementation, luminescence;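 active means inhibition above about 40% at 20 µM, limit read from the data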;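 further: cells challenged with 10 nM apelin-13 agonist together with compound; plate controls were apelin-13 plus DMSO wells for no effect and DMSO wells lacking apelin-13 for full effect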
UPR XBP1 act – adaptive UPR (XBP1) activation; CHO-XBP1 luciferase reporter, IRE1-XBP1 UPR activation, luminescence; percent of tunicamycin response, DMSO as zero; activation, % at 20 µM; AID 463104; 330,000 compounds, 0.33% hits;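 active means versus positive control, 20 µM dose yields 30% or more activation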;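 further: 100% = tunicamycin at 10 µg/mL and 0% = DMSO only wells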
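Assay system: CHO-XBP1 luciferase reporter cells; Schedule: 6 h treatment, 37 °C; Detection: glow luminescence from Steady-Glo reagent; Benchmarks: high control tunicamycin 10 µg/mL final, low control DMSO vehicle only.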
EBI2 block – antagonists of human EBI2 receptor; AID 651636; inhibition, % at 5 µM; 360,000 compounds, 0.81% hits; EBI2 beta-arrestin recruitment, luminescence, 7a,25-OHC stimulated; P32249; in the data active means inhibition above about 38%;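 further: enzyme fragment complementation signal reports receptor beta-arrestin coupling in cells; 0% = agonist plus DMSO wells and 100% = wells without agonist; some results beyond the cut were filed as inactive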
Target sequence (P32249 whole entry, looked up, the tested form may be a part): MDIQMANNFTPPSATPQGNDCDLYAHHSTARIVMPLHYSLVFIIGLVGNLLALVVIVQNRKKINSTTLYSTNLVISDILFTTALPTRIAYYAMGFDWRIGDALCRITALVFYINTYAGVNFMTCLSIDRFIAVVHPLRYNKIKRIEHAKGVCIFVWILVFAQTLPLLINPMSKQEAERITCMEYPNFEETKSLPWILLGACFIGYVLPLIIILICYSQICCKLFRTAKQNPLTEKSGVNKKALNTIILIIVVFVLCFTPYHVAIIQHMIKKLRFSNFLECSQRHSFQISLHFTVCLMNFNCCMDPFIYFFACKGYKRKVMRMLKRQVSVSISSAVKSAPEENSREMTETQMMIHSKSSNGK
APJ agonist – agonists of human APJ apelin receptor; activation, % at 20 µM; CHO-K1 APJ PathHunter beta-arrestin, luminescence; 0% DMSO wells, 100% apelin; 330,000 compounds, 0.11% hits; P35414;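 active means activation more than six SD over the plate average, tested at 20 µM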;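 further: 0% = DMSO alone and 100% = apelin-13 at 10 nM; some results filed as inactive read as strong as hits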
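Incubation: overnight seeding, 90 min compound at 25 °C, 1 h detection; test system: PathHunter CHO-K1 APJ (AGTRL-1) beta-arrestin reporter cells; amount: 1000 cells/well; doses: one dose, 20 µM compound, 1% DMSO; measured by: beta-gal luminescence; measure: agonist-driven arrestin binding to APJ; benchmarks: negative DMSO alone, positive Apelin-13 at 10 nM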
* hit, by the source's call; . = not tested or not shown.

SMILES	CHOP UPR activ	CXCR6 block	Mdm2 MdmX PPI	CCR6 antag	tim23-1 inh	APJ antagonist	UPR XBP1 act	EBI2 block	APJ agonist
CC1(C)CC(=O)C/C(=N\NC(=O)C2CC2c2ccccc2)C1 (stereo not given)	0.8	5	9	11	1	-4	1	-4	-2
O=C(NC(=O)c1ccccc1N1CCCCC1)Nc1ccc(Br)cc1	0.9	-2	52*	15	10	30	-1	14	-3
CCCC(=O)C1=C(O)C(C(=O)OC)C(C)(C)CC1=N (stereo not given)	0.4	-3	-11	-4	0	-21	-5	6	-1
COc1ccc(OC)c(Cc2nnc(CCC(=O)N3CCN(C4CCCC4)CC3)o2)c1	2.2	0	-37	1	8	12	0	-8	-4
Oc1c(C=Nc2cccc3cccnc23)sc2ccccc12	59*	.	24	.	16	92*	39*	.	-30
COc1cccc(Nc2nc(-c3sc(NC(=O)CC(C)C)nc3C)cs2)c1	5.0	9	39	13	23	-35	-1	28	-5
COc1cccc(C(=O)NNC(=S)NC2CCCCC2)c1	3.8	5	-29	3	24	19	3	-17	-2
COc1cc([N+](=O)[O-])ccc1NC(=O)NCC1CCN(Cc2ccc(Cl)cc2)CC1	1.2	-7	24	10	12	3	-2	15	0
CCc1nnc(NC(=O)c2ccc(F)c(S(=O)(=O)N3CCCCC3)c2)s1	1.7	2	-5	2	8	19	-3	3	2
C[C@H](NC(=O)c1nc[nH]c1C(=O)OCc1ccccc1)c1ccccc1	1.2	19	8	7	29	14	-3	10	1
COc1cc(CC(=O)OCC(=O)NCc2ccc(C)cc2)cc(OC)c1OC	-0.8	10	22	-3	-2	16	0	4	-1
CN1CCC(OC(=O)c2cc3cc(Cl)cc(Cl)c3oc2=O)CC1	0.2	-2	9	-1	1	4	-4	-2	1
CS(=O)(=O)N1CCN(c2ccccc2NC(=O)c2cc3ccccc3o2)CC1	2.1	0	0	9	23	13	2	9	0
O=C(c1cc2ncc(CCCl)cn2n1)N1CCCCCC1	0.8	-9	5	6	5	-9	0	-2	-1
Fc1ccc(/C=N/NC(=S)NCCc2ccccc2)cc1F	-0.8	-3	18	6	29	-9	0	-4	0
COc1cccc(CNC(=O)C2Cc3cc(S(=O)(=O)N4CCCC4)ccc3N2C(C)=O)c1OC (stereo not given)	2.8	-6	24	0	-2	30	-4	6	-3
c1ccc2[nH]c(SCC3CCCCO3)nc2c1 (stereo not given)	1.5	5	-80	10	5	3	1	-5	-2
Cc1ccc(S(=O)(=O)NC(=O)NC(C)Cc2ccccc2)cc1 (stereo not given)	-0.5	-2	6	5	5	-4	3	1	-3
O=[N+]([O-])c1ccccc1/C=C/C=N/n1c(-c2ccccc2F)n[nH]c1=S	0.6	14	30	10	23	5	-5	-1	-4
O=C(Nc1ccc2c(c1)OCO2)N1CCOCC1	-1.3	-1	1	6	17	-8	-2	-4	-5
O=C(C1CC1)N(Cc1ccco1)c1nc(-c2ccccc2)cs1	1.5	4	2	7	12	12	1	32	-2
NC(=O)C1(c2ccccc2)CCOCC1	4.3	-9	13	6	9	4	-1	-10	-2
COc1ccc(NC(=O)Cn2c(C)csc2=O)c(OC)c1	0.5	-6	21	9	5	12	0	5	-2
Cc1ccc(C(=O)c2cnc3cc4c(cc3c2S(=O)(=O)c2ccccc2)OCCO4)cc1	4.5	11	61*	7	34	16	-6	18	-2
O=C(CN1CCN(Cc2ccccc2F)C1=O)NCC1CCCO1 (stereo not given)	0.0	-5	27	-2	3	-27	-3	-1	-3
Cc1ccsc1/C=N/Nc1ncc(Cl)cc1Cl	5.8	-14	-16	13	4	23	-1	-7	-2
C(=N\NCc1ccccc1)/c1ccc2ncccc2c1	4.0	4	-91	-19	8	-8	-3	9	0
CSCCC(NC(=O)c1ccco1)C(=O)Nc1ccc(C)cn1 (stereo not given)	1.7	-7	-18	9	3	-7	2	8	6
C#CCOCCOCCOCCNc1nc(N2CCN(C(=O)CCCCCCCCCCNC(=O)[C@H]([C@@H](C)CC)n3cc(CCCCN=C(N)N)nn3)CC2)nc(N2CCN(C(=O)CCCCCCCCCCNC(=O)[C@H](CCCN=C(N)N)n3cc(C[C@@H](C)CC)nn3)CC2)n1	6.8	.	-23	.	26	35	11	.	73*
O=C(Nc1cc(S(=O)(=O)N2CCCCC2)ccc1O)c1ccccc1NS(=O)(=O)c1ccc(F)c(F)c1	-0.1	-4	8	2	23	-14	-2	13	6
Cc1cccc(C)c1NC(=S)N/N=C/c1c(Cl)cccc1Cl	-0.5	-3	2	-15	-14	18	5	7	-3
Cc1ccc(S(=O)(=O)N2CCCC2)s1	1.6	9	12	-11	8	22	1	-7	-5
CC(=O)C1=C(O)C(=O)N(Cc2ccccc2)C1c1ccc([N+](=O)[O-])cc1 (stereo not given)	-0.5	-1	16	.	-7	1	-4	0	-5
CCOC(=O)C1CCN(CC(O)COc2ccc(C(=O)CC)cc2)CC1 (stereo not given)	0.6	-4	-9	8	2	26	3	-5	-4
CS(=O)(=O)N1CCN(C2C3CC4CC(C3)CC2C4)CC1 (stereo not given)	-0.6	0	28	-6	-16	3	-5	-17	-4
Cc1cccc(OCC(=O)N2CCN(C(=O)c3ccc([N+](=O)[O-])cc3)CC2)c1	1.2	-8	-19	10	-4	11	2	47*	-2
Cc1ccc(-n2[nH]c(C)c(C=Nc3cc(C)ccn3)c2=O)cc1	-0.4	0	3	-13	16	0	-1	-5	0
Cc1ccc(NC(=O)CSc2ncccc2C(=O)Oc2cccc([N+](=O)[O-])c2)cc1Cl	6.5	-8	-157	8	-13	-14	9	10	-2
CC(=O)c1cccc(NC(=O)C(C)OC(=O)/C=C/c2cccs2)c1 (stereo not given)	0.3	-11	10	8	30	25	-2	-1	5
O=C(N/N=C/C=C\c1ccccc1[N+](=O)[O-])c1ccncc1	0.8	-3	21	12	-8	17	0	-1	-3
COc1cc(C(=O)N2c3ccccc3CCC2C)cc(OC)c1OC (stereo not given)	1.8	-2	18	-2	26	15	-3	-12	-1
CCC(C(=O)N(C(C)C)C(C)C)c1ccccc1 (stereo not given)	-0.7	-2	13	9	-6	6	-3	-7	-5
Cc1ccc2c(c1)C1CN(C)CCC1N2S(=O)(=O)c1ccc(C#N)cc1 (stereo not given)	-1.4	7	13	4	0	-2	-3	0	-4
CCOc1ccc(S(=O)(=O)Nc2cc(F)ccc2F)c2cccnc12	0.5	2	29	4	7	3	-2	-2	-2
COc1ccc2[nH]c3c(c2c1)CCN1C(=O)N([C@@H](C)C(=O)NCc2ccc(C)cc2)C(=O)[C@]31C	1.3	-9	19	8	1	5	-6	-4	-2
CC(C)Oc1cccc(C(=O)Nc2ccc(CN3CCOCC3)cc2)c1	-0.4	8	28	17	-8	18	-2	-7	-6
CN(C)S(=O)(=O)N1CCC(Oc2ccc(C(=O)N3C[C@@H]4CCC[C@H]3C4)cc2)CC1	-0.3	-4	9	24	8	10	-3	-5	9
O=Cc1ccc(O)c2ncccc12	86*	47*	56*	45	71*	-3	24	3	0
NCCS(=O)(=O)NC1CCCCC1	-0.5	-1	8	-2	5	6	-3	3	-1
CN1CCN(CC#CC2(O)CCCCC2)CC1	-0.6	-4	-14	-3	9	11	-2	-14	-1
COc1ccc2c(c1OC)C(=O)N1C2SC(C)(C)[C@H]1C(=O)NCC(C)C (stereo not given in full)	0.5	-4	6	9	-10	3	1	-8	-2
Cc1ccc2nc(C)cc(N3CCOCC3)c2c1	-0.1	6	4	2	17	9	-6	0	4
Cc1ccccc1N1CCN(S(=O)(=O)c2ccc3oc(=O)ccc3c2)CC1	-0.7	-12	25	17	68*	9	-2	12	0
O=C(O)CCCN(Cc1cccc(Br)c1)S(=O)(=O)c1ccc(Br)cc1	-0.9	4	-24	0	16	-8	-3	-1	-4
Cc1nn(CCc2n[nH]c(=S)n2-c2cccc(Cl)c2)c(C)c1[N+](=O)[O-]	0.6	-2	-30	16	-4	4	-2	5	-2
COc1ccc(/C=C2\Oc3cc(OCC(=O)N4CCC[C@H]4C(=O)O)ccc3C2=O)c(OC)c1	0.0	-4	-23	1	-11	-16	0	-2	-1
COc1ccc(C(=O)OC2CCN(c3ncc(C(F)(F)F)cc3Cl)CC2)cc1	-1.2	-4	-24	8	4	-5	-1	8	-3
COc1ccc(C(=O)c2ccc(N3CCOCC3)cc2)c(OC)c1	4.1	2	12	6	4	5	2	30	-2
c1cc(C2CCN(Cc3nc(-c4ccc5c(c4)OCO5)no3)CC2)ccn1	0.8	7	9	5	29	3	-1	2	-5
O=C(Nc1ccncc1)c1c(F)c(F)c(F)c(F)c1F	-1.6	-7	20	-5	-5	12	-2	-5	-1

3 entries already listed, arranged by the number in CCR6 antag, lowest first.
mol | CXCR6 block | Mdm2 MdmX PPI | CCR6 antag | APJ antagonist | UPR XBP1 act | EBI2 block
CCOC(=O)C1CCN(CC(O)COc2ccc(C(=O)CC)cc2)CC1 (stereo not given) | -4 | -9 | 8 | 26 | 3 | -5
COc1cc([N+](=O)[O-])ccc1NC(=O)NCC1CCN(Cc2ccc(Cl)cc2)CC1 | -7 | 24 | 10 | 3 | -2 | 15
Cc1ccccc1N1CCN(S(=O)(=O)c2ccc3oc(=O)ccc3c2)CC1 | -12 | 25 | 17 | 9 | -2 | 12

(more compounds)
SMILES	CHOP UPR activ	CXCR6 block	Mdm2 MdmX PPI	CCR6 antag	tim23-1 inh	APJ antagonist	UPR XBP1 act	EBI2 block	APJ agonist
O=C(CNC(=O)c1ccccc1F)NCCOc1ccccc1Cl	-0.2	-2	1	13	-8	-9	3	-1	-2
Cc1cc(C)c2c(CC(=O)O)c(C)[nH]c2c1	-1.3	4	2	4	13	-14	2	-2	0
COc1ccc(NC(=S)N2CCC(C(=O)c3ccc(OC)cc3)CC2)cc1	0.7	5	-15	11	36	-1	-4	1	-3
CC(C)C(c1nnnn1CCc1ccccc1)N1CCOCC1 (stereo not given)	0.4	-5	4	-16	-5	-2	-1	-4	-3
Cc1ccccc1NC(=S)NCc1ccc2[nH]c3c(c2c1)CCCC3	-1.2	4	65*	9	56*	-6	-2	18	-3
COc1ccc(/C=N/NC(=O)c2ccccc2OCc2ccccc2)c(OC)c1	5.6	19	-8	24	31	0	17	16	1
COc1cccc(/C=N/N2CCN(C)CC2)c1	-0.9	-7	6	0	17	-1	3	-12	3
CN(Cc1ccccc1Cl)C(=O)c1cnccc1C(F)(F)F	-0.1	2	13	10	-7	-8	1	3	0
Cc1cc(C(=O)Nc2cccnc2)on1	-0.2	-5	14	3	-10	9	-2	-10	-1
O=C(N/C(=C\c1cccnc1)C(=O)N1CCOCC1)c1cccc(Br)c1	-1.4	6	-10	-4	7	18	3	-16	-1
Cc1cccc(NC(=S)NCCN(C2CCCCC2)C2CCCC2)c1	-2.4	3	44	17	-2	19	-1	3	-4
CC(=O)N(Cc1ccccc1C)c1cccc(C)c1C	0.3	3	18	11	-2	9	-1	5	-3
COC(=O)c1ccc(C2Nc3ccccc3NC3=C2C(=O)CC(C)(C)C3)cc1 (stereo not given)	4.6	12	-1	-16	4	3	-2	-4	-4

An excerpt; count on the stated rates, not on these rows.
